Screening data: PubChem BioAssay, several laboratories
RmlC RmlD mix: RmlC and RmlD coupled enzyme inhibitors, primary screen, biochemical, 384-well, compound mixtures, retest | inhibition, % at 5.5 µM | RmlC/RmlD coupled enzyme inhibition, 384-well mixture HTS | actives 0.39% (n = 110,000); in the data active means inhibition above about 30%, passing the limit was not always enough; further: strong numbers were not always called active
RT RNaseH block: HIV-1 RT RNase H inhibitors, primary screen, biochemical, fluorescence; Gag-Pol polyprotein (Human immunodeficiency virus type 1 group M subtype B (isolate …; RT-RNase H RNA/DNA duplex cleavage; inhibition, % at 10 µM; actives 1.9% (n = 65,000); in the data active means inhibition above about 50%
* = called active by the depositor; nt = no result given. This is a subset; count on the stated rates, not on these rows.

Value order – RmlC RmlD mix, RT RNaseH block
- CC(C)C[C@H]1C(=O)N2CCC[C@H]2[C@]2(O)O[C@](NC(=O)C3C=C4c5cccc6[nH]c(Br)c(c56)C[C@H]4N(C)C3)(C(C)C)C(=O)N12 (stereo partly specified)
    119, nt
- CC1CCCC(C)N1C(=O)COC(=O)c1ccc2c(c1)OCO2 (stereo unspecified)
    -2, -12
- Cn1ccnc1SCc1cn2cc(Br)ccc2n1
    5, 3
- CCc1cc2c(=O)c(-c3cscn3)coc2cc1O
    nt, -8
- O=C(NCc1nc2ccccc2[nH]1)C1=C[C@@H](c2ccc3c(c2)OCO3)C[C@@H](OCc2ccc(CO)cc2)O1
    -2, nt
- CCOc1ncccc1C(=O)OCC(=O)c1c(N)n(C)c(=O)n(C)c1=O
    -10, -9
- Cc1cc(C(=O)CSc2nc(N)cc(N)n2)c(C)n1CCc1ccc(F)cc1
    1, -56
- CC1Oc2ccccc2N(CC(=O)NCc2cccs2)C1=O (stereo unspecified)
    6, 3
- CN1c2cccc3cccc(c23)N(C)C1c1cccs1
    2, nt
- COc1ccc(N2C(=O)c3ccccc3NC23CCCCC3)cc1
    nt, -9
- N#Cc1c(N)nc2c(c1-c1ccncc1)CCCCC2
    -14, -24
- Cc1ccc(S(=O)(=O)Nc2ccccc2-c2ccccc2)cc1
    6, nt
- COc1cccc(-c2nn(-c3ccccc3)cc2/C=C\C(=O)c2cccs2)c1
    17, nt
- COc1ccc(-c2cc([C@H]3[C@@H]4C=CCC[C@@]4(C)C(=O)N3Cc3ccccc3)ccc2F)cc1OC
    3, nt
- O=C(C1CC1)N1CCc2[nH]c3ccccc3c2C1
    -22, nt
- O=C(Nc1nccs1)c1ccc2nccnc2c1
    90, 2
- O=c1[nH]n2c(=O)c3c([nH]c2c1N=Nc1cccc(Cl)c1)CCCC3
    -3, nt
- CCN(CC)C(=O)CSc1ncnc2c1cnn2-c1ccccc1
    -10, nt
- Cc1cc(-n2c(=O)c(C#N)cc3c(=O)n4ccccc4nc32)no1
    55*, 4
- CCOc1ccccc1C(=O)Nc1cc(Cl)ccc1O
    -6, -8
- O=C(c1ccc2c(=O)n(Cc3ccco3)c(=S)[nH]c2c1)N1CCN(c2ccccc2)CC1
    nt, 17
- CC1CCN(CC(=O)N2CCCc3c2c(=O)oc2ccc(OCc4ccccc4)cc32)CC1
    -11, nt
- C#Cc1ccc([C@@H]2C=C(C(=O)NC3CC3)O[C@H](OCCCCO)C2)cc1
    -13, nt
- O=C(Nc1nc2c(s1)CCCC2)Oc1ccccc1
    -4, 9
- CCC(Oc1nc2ccccc2nc1-c1ccccc1NC(C)=O)C(=O)c1ccccc1 (stereo unspecified)
    13, nt
- Cc1cccc(NCc2cc(Cl)ccc2O)n1
    -6, nt
- COC(=O)/C=C1\NCCSC1=O
    8, 2
- COCCN1C(=O)N[C@@H](c2cccs2)C(C(=O)OC)=C1C
    9, nt
- CCOC(=O)c1nnc(-c2ccccc2)nc1Oc1ccc(Cl)cc1
    10, nt
- COc1cc(/C=C(/C#N)c2nc3ccccc3[nH]2)ccc1Oc1ncccc1[N+](=O)[O-]
    -3, nt
- Cc1cccc(OCc2nnc(SCn3nnc4ccccc4c3=O)o2)c1
    -4, -97
- NC(=O)C1CCN(Cc2nc3ccccc3c(=O)[nH]2)CC1
    -15, nt
- CN(CC(=O)Nc1ccncc1)S(=O)(=O)c1ccc(Br)cc1
    7, nt
- COc1ccc(C2=CC(c3sccc3C)n3nnnc3N2)cc1 (stereo unspecified)
    7, 6
- COc1cc(C)nc(Oc2ccc(=O)n(C)n2)n1
    2, -7
- Nc1cccnc1Sc1cc(Cl)cc(Cl)c1
    -5, nt
- CCSc1nnc(N(CCC(=O)O)CCC(=O)O)s1
    7, 5
- Cc1cc(C)nc(NC(=O)c2cccc([N+](=O)[O-])c2C)n1
    -2, nt
- Cc1c(OCc2nn[nH]n2)ccc2c(-c3ccccc3)cc(=O)oc12
    13, -6
- CCCc1ccc(-c2c(C)sc(NC(=O)c3ccnn3C)c2C#N)cc1
    -19, nt
- Nc1nc(-c2ccco2)nn1C(=O)c1cccnc1
    -8, -1
- O=Cc1ccc(Sc2nnc(-c3ccccc3)o2)c([N+](=O)[O-])c1
    -15, nt
- CNC(=O)C1(C)C=CCN1C(=O)c1ccccc1 (stereo unspecified)
    9, nt
- Cc1cccc(N=c2oc3cc(O)ccc3cc2C(N)=O)c1
    121, -11
- Cc1cccc(/C=N/n2c(C)nnc2C)c1
    -15, nt

Look-ups from the entries so far:
For RT RNaseH block, COc1ccc(C2=CC(c3sccc3C)n3nnnc3N2)cc1 (stereo unspecified) is listed with 6
For RmlC RmlD mix, Cc1cccc(/C=N/n2c(C)nnc2C)c1 is listed with -15

Continuation.
Value order – RmlC RmlD mix, RT RNaseH block
- C=CCc1cccc(/C=N/c2ncn[nH]2)c1O
    -9, -6
- CCOC(=O)C(C)Oc1ccccc1C1NC(=O)NC(C)=C1C(=O)Nc1ccc(C)c(C)c1 (stereo unspecified)
    -9, -3
- CC12C(=O)N(c3ccccc3C(=O)O)C(=O)C1C1C=CC2C1 (stereo unspecified)
    -12, -4
- COc1ccc(S(=O)(=O)NCc2ccc(C(=O)N(C)Cc3ccco3)cc2)cc1
    -8, nt
- N#C/C(C(=O)Oc1ccccc1)=C1\C=Cc2ccccc2N1
    -8, nt
- NNS(=O)(=O)c1ccc(Cc2ncc(C(F)(F)F)cc2Cl)s1
    -10, nt
- Cc1ccccc1NC(=O)Cc1nnc(SCC(=O)c2ccc(Br)cc2)n1C
    -9, nt
- Cc1cccc(N2CCN(c3cccc(C)c3)C2c2cccnc2)c1
    4, -41
- Cc1[nH]c2ccccc2c1Cc1n[nH]c(=S)o1
    -13, nt
- O=C1c2ccccc2S(=O)(=O)c2cc(C(=O)N3CCCC3)ccc21
    3, nt
- O=C(Cn1nnc(-c2ccc(N3CCOCC3)cc2)n1)OC1CCCCC1
    2, -2
- CC(CC(=O)Nc1ccc(Cl)c([N+](=O)[O-])c1)c1ccccc1 (stereo unspecified)
    -15, nt
- CCOc1ccc(N(CC(=O)Nc2ccc(OC)cc2)S(C)(=O)=O)cc1
    7, 5
- O=c1c2c(-c3ccc(Cl)cc3)csc2nc2n1CCC2
    -12, nt
- CCOCCCNC(=O)C(NC(=O)C1CCC(=O)N1)c1ccc(C)cc1 (stereo unspecified)
    -13, -4

Looked up by structure from the entries so far (six):
Value order – RmlC RmlD mix, RT RNaseH block
- COc1ccc(S(=O)(=O)NCc2ccc(C(=O)N(C)Cc3ccco3)cc2)cc1
    -8, nt
- O=C(Cn1nnc(-c2ccc(N3CCOCC3)cc2)n1)OC1CCCCC1
    2, -2
- Cc1[nH]c2ccccc2c1Cc1n[nH]c(=S)o1
    -13, nt
- C=CCc1cccc(/C=N/c2ncn[nH]2)c1O
    -9, -6
- N#C/C(C(=O)Oc1ccccc1)=C1\C=Cc2ccccc2N1
    -8, nt
- O=c1c2c(-c3ccc(Cl)cc3)csc2nc2n1CCC2
    -12, nt

The list goes on:
Value order – RmlC RmlD mix, RT RNaseH block
- CCC(C)NS(=O)(=O)c1ccc(S(=O)(=O)Nc2cc3c(cc2C(C)=O)OCO3)cc1 (stereo unspecified)
    -13, -20
- COc1cc(CNn2cn[nH]c2=S)cc(Cl)c1OCc1ccccc1
    7, nt
- O=C(NCc1cccnc1)C1CC(=O)N(C2CCCCC2)C1 (stereo unspecified)
    8, -30
- O=C(CCN1C(=O)c2ccccc2C1=O)N1CCN(c2ccccc2)CC1
    -14, -6
- Cc1nc(N)nc2c1CCCC2
    -11, nt
- O=C(CSc1nc(-c2ccco2)cc(C(F)(F)F)n1)N1CCCc2ccccc21
    -5, -14
- Cc1cc(S(=O)(=O)NCc2ccccc2)ccc1OCC(=O)N1CCN(C)CC1
    -12, -3
- O=C(O)CCC(=O)NC1CCCCC1
    12, nt
- CN(C)CCCNC(=O)c1ccc(Cl)c(S(=O)(=O)N(C)c2ccccc2)c1
    -21, nt
- CCOc1ccc(C(=O)NCc2ccccn2)cc1
    -31, 1
- Fc1cccc(Cl)c1CSc1ncn[nH]1
    1, -15
- CCCNS(=O)(=O)c1ccc(OCC(=O)NCc2ccc3c(c2)OCO3)cc1
    14, -19
- Cn1c(CN2CCCC2)nc2cc(NC(=O)C3CCCCC3)ccc21
    9, nt
- CCCCNc1nc2ccccc2[nH]1
    -14, nt
- Cn1c(O)c(C=Nc2ccc(Cc3ccncc3)cc2)c(=O)n(C)c1=O
    nt, -2
- c1ccc2sc(Cc3nnc4n3CCCCC4)nc2c1
    6, 0
- CCc1nnc2n1N=C(c1ccc(-c3cc(Cl)ccc3Cl)o1)CS2
    5, 25
- CC(=O)OC1=C(C#N)Cn2ccc3cccc1c32
    -33, -27

Complete entries, looked up by structure.
CC(=O)OC1=C(C#N)Cn2ccc3cccc1c32 across the screens: RmlC RmlD mix = -33; RT RNaseH block = -27
CN(C)CCCNC(=O)c1ccc(Cl)c(S(=O)(=O)N(C)c2ccccc2)c1 across the screens: RmlC RmlD mix = -21; RT RNaseH block = nt

Sorted by SMILES length (lowest first): part of the list above.
Value order – RmlC RmlD mix, RT RNaseH block
- CCCCNc1nc2ccccc2[nH]1
    -14, nt
- COc1cc(CNn2cn[nH]c2=S)cc(Cl)c1OCc1ccccc1
    7, nt
- CN(C)CCCNC(=O)c1ccc(Cl)c(S(=O)(=O)N(C)c2ccccc2)c1
    -21, nt
